Bioassay records from PubChem.
IDE act = human IDE activators in live cells, primary screen, fluorescence polarization, HEK cells, FAbeta-B substrate | activation, % at 5.96 µM | Insulin-degrading enzyme (Homo sapiens), P14735 | actives 0.073% (n = 340,000) | AID 493087, 2011 | FAbeta-B cleavage; 0% vehicle, 100% cell-free pure enzyme wells;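 active = activation above the mean of all tested compounds plus 3 SD, set per screening campaign, cut at about 17% in these data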
Target sequence (P14735 whole entry, looked up): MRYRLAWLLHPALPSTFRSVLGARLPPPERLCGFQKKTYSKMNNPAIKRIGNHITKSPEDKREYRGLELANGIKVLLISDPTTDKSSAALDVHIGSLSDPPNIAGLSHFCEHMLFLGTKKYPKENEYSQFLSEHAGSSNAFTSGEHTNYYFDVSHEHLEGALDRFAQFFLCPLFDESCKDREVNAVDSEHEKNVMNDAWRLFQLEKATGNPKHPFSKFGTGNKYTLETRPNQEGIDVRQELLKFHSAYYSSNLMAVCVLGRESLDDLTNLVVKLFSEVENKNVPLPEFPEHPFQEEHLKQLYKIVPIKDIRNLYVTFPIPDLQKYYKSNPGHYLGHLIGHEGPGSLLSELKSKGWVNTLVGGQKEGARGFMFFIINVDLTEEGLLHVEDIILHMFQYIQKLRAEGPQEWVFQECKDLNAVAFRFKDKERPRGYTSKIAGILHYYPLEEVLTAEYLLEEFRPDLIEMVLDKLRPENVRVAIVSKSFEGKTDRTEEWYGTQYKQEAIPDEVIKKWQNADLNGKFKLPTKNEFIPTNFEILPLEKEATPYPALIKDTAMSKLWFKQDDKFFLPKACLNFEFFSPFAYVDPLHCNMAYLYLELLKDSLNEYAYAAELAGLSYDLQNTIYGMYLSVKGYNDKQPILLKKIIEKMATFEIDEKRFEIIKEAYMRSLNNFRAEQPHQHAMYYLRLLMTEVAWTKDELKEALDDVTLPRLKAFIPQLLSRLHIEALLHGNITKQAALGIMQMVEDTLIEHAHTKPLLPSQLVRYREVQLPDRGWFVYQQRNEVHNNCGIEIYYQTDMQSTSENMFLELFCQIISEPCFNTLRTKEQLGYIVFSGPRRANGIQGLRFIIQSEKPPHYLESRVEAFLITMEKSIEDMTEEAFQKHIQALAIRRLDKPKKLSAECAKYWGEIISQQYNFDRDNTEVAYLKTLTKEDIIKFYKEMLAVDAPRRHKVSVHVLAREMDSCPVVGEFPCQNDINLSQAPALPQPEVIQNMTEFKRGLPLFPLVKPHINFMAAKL
FID counter = compounds displacing fluorescent DNA intercalator, primary screen, artefact control for HCV NS3 helicase inhibitor project, biochemical, FID fluorescence | DNA fluorescent intercalator displacement | inhibition, % at 7.9 µM | actives 0.17% (n = 290,000) | AID 1845, 2009; in the data active = inhibition above about 37%;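 note: 0% = vehicle and 100% = reference compound; higher means more ethidium bromide displaced from hairpin DNA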
VIM-2 inhibitor = VIM-2 metallo-beta-lactamase inhibitors, primary screen, biochemical, epi-absorbance readout, Pseudomonas aeruginosa enzyme. purified VIM-2, nitrocefin hydrolysis, epi-absorbance fluorescence. inhibition, % at 5.6 µM. actives 0.89% (n = 290,000);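 active = inhibition above the mean of all tested compounds plus 3 SD, cutoff set per screening run, cut at about 7.5% in these data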;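 note: red hydrolysis product quenches plate fluorescence so inhibitors raise well fluorescence; 0% = enzyme with DMSO and 100% = DMSO without enzyme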
IMP-1 inhibitor = IMP-1 metallo-beta-lactamase inhibitors, primary screen, biochemical, epi-absorbance readout, Pseudomonas aeruginosa enzyme. metallo-beta-lactamase IMP-1 (Pseudomonas aeruginosa). inhibition, % at 5.6 µM. actives 0.45% (n = 290,000). purified IMP-1, nitrocefin hydrolysis, epi-absorbance fluorescence;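 active = inhibition above the mean plus 3 SD of all compounds in the same screening run, cut at about 4.5% in these data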;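 note: 0% = IMP-1 with DMSO and 100% = DMSO wells lacking enzyme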
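assay system = purified recombinant IMP-1 metallo-beta-lactamase enzyme | schedule = 15 min preincubation plus 25 min reaction at 25 °C | signal = Epi-absorbance fluorescence, 480 nm excitation, 530 nm emission | read-out basis = percent inhibition from optical density relative to buffer-blank wells | controls = IMP-1 with DMSO as 0%, enzyme-free DMSO as 100%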
NS3 helicase inh = inhibitors of HCV NS3 helicase, primary screen, biochemical, Cy5 molecular beacon fluorescence | inhibition, % at 10.9 µM | actives 0.56% (n = 290,000) | Hepatitis C virus NS3 helicase | NS3 helicase DNA unwinding | AID 1800, 2009;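 active = inhibition above the mean of all tested compounds plus 3 SD, set per campaign, cut at about 35% in these data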;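 note: 0% = DMSO wells and 100% = thioflavine S control wells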
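System: HCV NS3 helicase fragment; control set: DMSO and thioflavine S; technique: Cy5 fluorescence at 0 and 60 min, beacon hairpin quenching; reagent: beacon DNA duplex substrate plus ATP; replicates: singlicate; schedule: 1 h reaction at 25 °C, ATP-initiated; medium: MOPS buffer pH 6.5 with MgCl2, DTT, Tween20, BSA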
PHOSPHO1 block = PubChem AID 1565; recombinant PHOSPHO1, absorbance phosphatase assay; inhibition, % at 13.3 µM; actives 1.1% (n = 290,000); Phosphoethanolamine/phosphocholine phosphatase (Homo sapiens), Q8TCT1; in the data active = inhibition above about 60%
pCIP destab = p/CIP-EGFP fusion destabilizers, primary screen, fluorescence, F442A cells; Q05BA5; 16 h; decrease of EGFP signal, % at 10 µM; actives 0.01% (n = 290,000); AID 1984, 2009;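 active = EGFP signal decrease of at least 30% at 10 µM or well 3 SD below plate mean, unless failing retest; inactive = the rest, including hits failing retest or dose response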; note: some compounds called inactive have numbers as strong as hits; many of its hits are not listed in these tables
SUMO HTRF inh = inhibitors of in vitro SUMOylation cascade, primary screen, biochemical, HTRF, uHTS; HTRF SUMOylation assay, SAE1/SAE2 + UBC9; inhibition, % at 35 µM; actives 0.36% (n = 290,000); AID 2006, 2009; in the data active = inhibition above about 50%, passing the limit was not always enough; inconclusive = no clear call, values can overlap the other calls; note: strong numbers were not always called active
MEKK3 PB1 HTS = modulators of MEKK3-MEK5 PB1 binding, primary screen, biochemical, wildtype MEKK3, multiplex bead flow cytometry, Alexa488-MEK5; binding response (% of control), % at 10 µM; actives 1.4% (n = 290,000); Mitogen-activated protein kinase kinase kinase 3 (Homo sapiens), Q99759; bead-based flow cytometry, Alexa488-MEK5 binding to MEKK3; actives lie on both sides; 0 = blocked by unlabeled MEK5, 100 = vehicle;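 active = binding response more than 3 SD above or below the average of its plate-row segment, actives on both sides; inconclusive = wells at one plate position flagged as instrument error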;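 note: Alexa488 bead fluorescence after subtracting the streptavidin-only scavenger bead signal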
Active calls of the source: *; ? = inconclusive; nt = no result given.

Every second line gives: IDE act	FID counter	VIM-2 inhibitor	IMP-1 inhibitor	NS3 helicase inh	PHOSPHO1 block	pCIP destab	SUMO HTRF inh	MEKK3 PB1 HTS
COc1cc(C(=O)NNC(=S)NC(=O)c2ccc3c(c2)OCO3)cc(OC)c1OC
  nt	-18	-2.7	-1.6	2	-103	-9	-15	108
Cc1ccc(NNC(=O)C(=O)N2CCCCC2)cc1
  1	-5	2.2	-3.1	0	2	-2	-16	96
COc1ccccc1OCC(=O)NNC(=O)c1c(-c2ccccc2Cl)noc1C
  -2	-13	-1.8	-2.3	3	-8	3	6	93
O=C(CCSc1ccccc1)NCCSc1ccccn1
  4	-21	-3.1	-2.0	-2	-14	4	17	103
Cc1ccc2[nH]c(=O)c(CN(Cc3ccco3)C(=O)c3cccs3)cc2c1
  nt	-3	-0.9	-4.9	-1	3	1	10	100
CCOC(=O)c1ccccc1NC(=O)COC(=O)c1ccc(C)c(S(=O)(=O)N2CCOCC2)c1
  -3	-3	0.5	-1.7	8	7	3	19	100
CCOC(=O)c1ccc(Nc2ncccc2[N+](=O)[O-])cc1
  5	2	0.1	-3.2	-4	37	-14	16	98
O=C(NCC(c1ccco1)N1CCCCC1)c1cccc(S(=O)(=O)Nc2ccccc2Cl)c1 (stereo not given)
  5	8	-0.4	-0.6	-22	43	8	-11	100
CC(C)(CN1CCOCC1)NS(=O)(=O)c1ccccc1
  0	-4	-2.7	-3.3	1	nt	18	-9	96
CCN(CC)C(=O)C1=C(C)NC(=S)NC1c1cccs1 (stereo not given)
  4	-4	-4.8	-4.8	-19	11	-3	11	104
CCOC(=O)CNC(=O)N1CCCC(Cc2ccccc2)(C(=O)OCC)C1 (stereo not given)
  0	-24	-2.5	-2.5	18	nt	nt	nt	103
CC(C(=O)NC1CCCC1)N(C(=O)CS(=O)CC(=O)Nc1ccc(F)cc1)c1ccc2c(c1)OCCO2 (stereo not given)
  -5	-31	-2.0	-1.7	-5	40	-79	4	96
CCOC(=O)N1C(=O)[C@](CC)(c2ccccc2)N1C(=O)OCC
  -1	-13	-2.7	-3.6	-1	-16	7	0	101
CN(C)S(=O)(=O)N1CCC(Oc2cccc(C(=O)NCCC3=CCCCC3)c2)CC1
  -6	-34	-1.1	-1.1	-7	13	-15	13	99
O=C(CCC(=O)c1cccs1)NC1CCCCCC1
  -2	-3	-2.1	-0.9	12	24	-5	11	nt
O=C(NCCc1nc2ccccc2[nH]1)c1ccc([N+](=O)[O-])cc1
  2	2	-3.3	-2.2	-9	-1	-10	3	102
CCOC(=O)[C@@H]1[C@H]2COc3ccccc3[C@H]2N2C(=O)N(c3ccc(Cl)cc3)C(=O)[C@]12C
  0	-29	-1.0	-1.6	-5	4	-7	-2	101
CN=C1S/C(=C\c2cc(C)n(-c3ccccc3F)c2C)C(=O)N1C
  -6	-9	-0.4	-2.8	-1	7	-6	-1	96
CCOc1ncccc1C(=O)NCCc1c[nH]c2ccccc12
  1	-17	3.8	-1.7	5	37	-9	9	103
O=C(CNC(=O)C(c1ccccc1)c1ccccc1)OCc1ccccc1
  0	-13	-0.3	-4.2	-16	-7	3	-6	101

Looked up by compound from the entries so far:
Every second line gives: IDE act	FID counter	VIM-2 inhibitor	IMP-1 inhibitor	NS3 helicase inh	PHOSPHO1 block	pCIP destab	SUMO HTRF inh	MEKK3 PB1 HTS
CCN(CC)C(=O)C1=C(C)NC(=S)NC1c1cccs1 (stereo not given)
  4	-4	-4.8	-4.8	-19	11	-3	11	104
COc1ccccc1OCC(=O)NNC(=O)c1c(-c2ccccc2Cl)noc1C
  -2	-13	-1.8	-2.3	3	-8	3	6	93

The list continues.
Every second line gives: IDE act	FID counter	VIM-2 inhibitor	IMP-1 inhibitor	NS3 helicase inh	PHOSPHO1 block	pCIP destab	SUMO HTRF inh	MEKK3 PB1 HTS
COc1ccc(C(=O)CCC(=O)N2CCN(c3ccc(C)cc3)C(C)C2)cc1 (stereo not given)
  -4	-52	-3.4	-2.3	-8	14	-12	0	99
CC(=O)N1CCc2cc(S(=O)(=O)NC(C(=O)NC(C)c3ccccc3)C(C)C)ccc21 (stereo not given)
  7	-9	-1.1	-0.8	8	33	0	19	99
COc1ccccc1N1CCN(C2CCCN(C(=O)CCC(=O)N(C)C)C2)CC1 (stereo not given)
  4	-9	-1.7	-3.3	-10	30	-19	4	101
CC(=O)N(C(C)=O)n1c(/C=C/c2ccc([N+](=O)[O-])cc2)nc2ccccc2c1=O
  3	4	-3.7	-3.0	19	-19	-8	32	95
CCC(=O)N1CCc2cc(Br)cc(S(=O)(=O)NCCCN(CC)Cc3ccccc3)c21
  7	8	-1.7	-2.6	-8	35	-16	2	104
COC(=O)CCCCCCCCCC[N+]1(C)CCCCC1
  6	14	-1.4	-3.0	-5	-24	-11	3	112
Cc1cnc([N+](=O)[O-])n1CCOC(=O)NC(=O)c1ccccc1Cl
  1	6	2.6	0.5	14	24	-2	-2	?
CC(C)c1nn2c(N)c(/C=C3\C=Nc4ccccc43)c(=O)nc2s1
  nt	-19	-3.0	-1.9	2	36	0	4	95
O=C(CCN1C(=O)C2C3CCC(C3)C2C1=O)OCC(=O)c1ccc(Cl)cc1 (stereo not given)
  6	-37	-2.1	-0.6	-4	31	-4	3	99
Cc1cccc(/C(N)=N/OC(=O)c2ccc(Br)o2)c1
  7	2	-0.9	-1.7	-7	-11	-8	6	111
Cc1cc(OCC(=O)NNC(=S)NC(=O)c2ccc(Br)o2)ccc1Cl
  -3	-43	-3.3	-2.5	6	3	-8	-50	100
CC1(C)CC(=O)c2cc(NC(=O)c3ccccc3)c(=O)oc2C1
  3	-6	-3.0	-1.6	3	3	-5	-13	96
C/C(=N\NC(=O)COc1ccc(C(C)(C)C)cc1)c1ccc2c(c1)OCCO2
  -1	-6	-4.3	-3.6	-5	-16	0	8	110
C/C(=N/NC(=O)CNC(=O)c1cccc(F)c1)c1ccc2c(c1)CCCC2
  -3	-5	-4.3	-5.1	-21	28	16	-4	101
CCOc1ccccc1NC(=O)CCS(=O)(=O)c1cccc2nonc12
  0	0	-2.2	-1.1	5	1	3	4	107
CC(=O)c1cccc(NC(=O)C(=O)c2cn(CC(=O)N3CCCCC3)c3ccccc23)c1
  -2	-1	0.4	-1.2	-12	-8	5	10	107
Cc1cc(F)ccc1S(=O)(=O)N1CCCOC1CNC(=O)C(=O)NCCc1ccccc1 (stereo not given)
  0	-38	-3.8	-4.2	-6	37	3	2	102
CCOC(=O)c1[nH]ncc1CN1CCCC(C(=O)c2ccc(C(C)(C)C)cc2)C1 (stereo not given)
  -3	-6	-2.9	-4.3	-19	41	-13	17	113
COC(=O)c1ccccc1NC(=O)N1CSC[C@H]1C(=O)OC
  -1	-3	-3.1	-1.4	8	3	10	18	98
COc1ccccc1CCC(=O)NCCCn1ccc2ccccc21
  2	-24	-0.7	-0.2	-11	0	0	-7	95
CC(=O)Nc1cc(C(C)C)c(O)c(C(C)C)c1
  -2	-6	-0.8	-1.1	1	-4	-11	21	102
Cc1nc2sc(C(c3cccs3)N3CCC4(CC3)OCCO4)c(O)n2n1 (stereo not given)
  3	-13	-2.3	-5.4	-2	1	-16	4	107
OCC1(Cc2ccccc2)CCN(Cc2cnc(-c3cccc4ccccc34)nc2)CC1
  -2	3	-5.2	-2.7	-15	5	-16	-25	95
Cc1cc(-c2nn(-c3ccccc3F)cc2CN(C)CC(O)CO)c(C)s1 (stereo not given)
  -2	13	0.4	-0.2	-18	20	-10	-6	102
Clc1cccc(CSc2ccc(-c3cccnc3)nn2)c1
  -4	-11	1.5	-0.7	4	9	3	-2	96
CN(C)S(=O)(=O)c1cccc(NC(=O)CSc2nncn2C)c1
  9	3	0.4	0.6	26	40	0	8	83
CC(C)CCNC(=O)c1ccc2c(c1)N(Cc1ccccc1)C(=O)CS2=O (stereo not given)
  3	-17	-0.5	-3.1	5	22	-14	-3	96
O=C1N(Cc2cccnc2)C[C@@H]2C[C@@H](c3cccc(OC4CCCC4)c3)N3CCC[C@@]123
  2	-21	-5.8	-4.2	-6	37	-15	4	97
CCC1CCCCN1C(=O)c1c(-c2ccccc2)noc1C (stereo not given)
  10	-16	-1.8	2.9	-6	9	-4	-14	100
Cc1ccc(C(=O)O)cc1-c1ccc(/C=C2\SC(=O)N(CC(=O)Nc3ccc4c(c3)OCO4)C2=O)o1
  1	-6	-5.1	8.3*	46*	17	-2	nt	99
Cc1ccc2nc(NC(=S)NC(=O)c3cccs3)sc2c1
  6	-8	-5.6	-0.8	5	-36	-8	5	99
CN(C(=O)c1ccccn1)c1nnc(-c2cccnc2)s1
  0	4	-0.9	-1.7	5	-4	-12	14	108
CC(C)(C)n1nnnc1C(c1cccnc1)N1CCN(C2CCCCC2)CC1 (stereo not given)
  2	16	-2.0	-6.0	16	-8	-12	16	98
Cc1ccc(NC(=O)CNC(=O)c2cccs2)cc1S(=O)(=O)Nc1ccc(Cl)cc1
  2	-2	-2.6	-2.6	-3	-3	-5	-24	108
COc1ccc(C(=O)Nc2cc(C)nn2-c2cccc(F)c2)cc1OC
  4	-11	-1.9	-3.3	12	37	-8	-4	96
Oc1ccccc1N1CCN(c2ncnc3scc(-c4ccccc4)c23)CC1
  2	-32	-1.9	0.8	-5	31	0	-14	103
Cc1cc(C(=O)NNS(=O)(=O)c2cccc(Cl)c2)nn1C(C)(C)C
  0	-20	-2.6	-4.4	3	29	-1	-2	101
CCCCN1C(=O)C2C(c3ccc(OC)cc3O)NC(CC(C)C)(C(=O)O)C2C1=O (stereo not given)
  2	-4	-0.6	-2.0	4	-20	-6	-3	107
COCCn1c(C)cc(/C=N/NC(=O)c2cccnc2)c1C
  -1	-5	-3.4	-2.8	-9	34	-8	13	97
Cc1ccc(-c2c(C)sc(=NC(=O)c3ccco3)n2C)cc1
  4	-18	-1.0	-2.8	2	11	-6	12	103
COc1ccc(-c2noc(CN3CCN(C(=O)c4cccs4)CC3)n2)c(OC)c1OC
  7	-42	-1.8	-3.2	5	12	9	1	100
O=C(c1cc(COc2ccc(F)c(F)c2)on1)N1CCSCC1
  -6	-18	-0.3	-2.4	-3	18	1	-17	102
CCc1nccn1CCC(=O)NC1CC(C)(C)Cc2c1cnn2-c1ccc(OC)cc1 (stereo not given)
  -2	17	-0.5	-0.6	-6	34	-2	16	101

The list is partial, so the mix of outcomes need not match the whole.
